FXIIa inh mix: inhibitors of human coagulation factor XIIa, pooled mixtures; 62,000 tested, 0.2% active; purified FXIIa, fluorogenic substrate; AID 684; inhibition, % at 5 µM;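 also: 0% = enzyme without compound and 100% = no enzyme blank; some results filed as inactive read as strong as hits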
DUSP1 inh: human dual specificity phosphatase 1 inhibition; recombinant MKP-1, OMFP hydrolysis fluorescence; inhibition, %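 (compounds tested at a single concentration somewhere between 10 and 100 µM)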; 65,000 tested, 0.15% active;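 active = inhibition above about 50%, limit read from the data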;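 also: 0% = DMSO max control wells and 100% = wells with enzyme stopped by NaOH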
Target sequence (P28562 whole entry, looked up): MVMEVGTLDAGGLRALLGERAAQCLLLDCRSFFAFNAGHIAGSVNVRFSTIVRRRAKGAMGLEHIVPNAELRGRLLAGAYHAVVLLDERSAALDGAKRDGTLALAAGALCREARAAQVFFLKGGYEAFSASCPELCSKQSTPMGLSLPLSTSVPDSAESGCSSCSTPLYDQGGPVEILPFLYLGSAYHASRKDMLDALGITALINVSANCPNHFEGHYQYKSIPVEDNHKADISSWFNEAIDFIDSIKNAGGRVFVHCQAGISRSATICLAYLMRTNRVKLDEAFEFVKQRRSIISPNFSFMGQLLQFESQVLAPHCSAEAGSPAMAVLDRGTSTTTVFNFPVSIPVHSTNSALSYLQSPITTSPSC
Hsp90 block: displaces geldanamycin probe from tumor Hsp90; P07900; NCI-N417 lysate Hsp90, Cy3B-geldanamycin FP displacement; inhibition, % at 30 µM; 64,000 tested, 0.35% active;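 active = inhibition above 50%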;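 also: 0% = tracer plus lysate wells and 100% = tracer alone without lysate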
AP ELISA ortho: orthogonal test for alternative complement pathway inhibitors; Human serum alternative complement pathway, LPS-coated ELISA, C3 deposition; tested in compound mixtures; inhibition, % at 5 µM; 62,000 tested, 0.08% active; AID 1235;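 active = inhibition above 30% in each of the two pooled mixtures holding the compound, so the lower value exceeds 30%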;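 also: 0% = serum in Mg-EGTA without compound and 100% = EDTA serum blank; some compounds past the cut are filed as inactive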
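Assay system: Human serum alternative complement pathway, C3 deposition on LPS-coated wells | Incubation: 1 h serum-compound exposure at 37 °C | Doses: 5 µM per compound in ten-compound mixtures | Read-out: Percent inhibition | Technique: ELISA with HRP anti-human C3 antibody, TMB substrate, absorbance 450 nm | Replication: Two pool placements per compound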
Cdc25B block: human M-phase inducer phosphatase 2 inhibition; P30305; recombinant Cdc25B, OMFP fluorescence Ex485/Em525; inhibition, %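 (compounds tested at 10 µM final in the well)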; 65,000 tested, 0.1% active; AID 368; in the data active = inhibition above about 50%
FXIa mix inh: factor XIa (human) inhibition, mixture screen. P03951. purified FXIa, fluorogenic substrate, pooled mixtures. inhibition, % at 5 µM. 62,000 tested, 0.19% active. AID 680;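 also: each value is inhibition by a whole ten-compound pool holding the compound; 0% = enzyme with no mixture and 100% = wells lacking enzyme; strong numbers were not always called active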
Abs 340nm: compounds absorbing at 340 nm; AID 708; compound absorbance at 340 nm, fold over control; 65,000 tested, under 10 active; fold change at 10 µM;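 active = at 10 µM dose, initial 340 nm absorbance at least 2 fold that of control wells; inactive = change under 2 fold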;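 also: initial absorbance extrapolated from kinetic A340 decline of NADH oxidation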
JNK3 blocker: inhibitors of human JNK3 kinase; inhibition, % at 8 µM; purified JNK3 kinase activity, HTS; 60,000 tested, 0.61% active; P53779; AID 746; in the data active = inhibition above about 17%;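 also: 0% = DMSO and 100% = reference inhibitor; many of its hits are not listed in these tables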
Target sequence (P53779 whole entry, looked up): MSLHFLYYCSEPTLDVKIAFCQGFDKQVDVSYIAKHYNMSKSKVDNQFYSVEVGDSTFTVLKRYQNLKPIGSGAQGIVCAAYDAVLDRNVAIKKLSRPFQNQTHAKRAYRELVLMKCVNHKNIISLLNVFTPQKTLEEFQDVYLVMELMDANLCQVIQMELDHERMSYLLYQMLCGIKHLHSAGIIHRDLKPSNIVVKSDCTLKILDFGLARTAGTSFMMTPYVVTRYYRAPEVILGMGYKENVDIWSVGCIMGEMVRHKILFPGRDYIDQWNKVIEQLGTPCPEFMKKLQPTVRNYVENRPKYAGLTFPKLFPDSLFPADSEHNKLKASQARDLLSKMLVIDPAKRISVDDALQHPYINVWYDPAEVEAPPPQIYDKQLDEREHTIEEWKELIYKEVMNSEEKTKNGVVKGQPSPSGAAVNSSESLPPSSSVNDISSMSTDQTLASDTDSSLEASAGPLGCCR
MMP-13 inhibitor: MMP13 (human) collagenase inhibition; inhibition, % at 4 µM; P45452; 65,000 tested, 0.07% active; AID 570; MMP-13 fTHP FRET cleavage, Mca fluorescence;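 active = inhibition above the mean of compound-free control plate wells plus 3 SD, cut at about 14% in these data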;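 also: 0% = DMSO wells and 100% = wells with reference MMP-13 inhibitor after basal subtraction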
* = called active by the depositor; · = not tested or not shown; [ ] = remark or other dose. Rule as the data show it, unless noted: active = inhibition above about 20% (passing the limit was not always enough); inactive = the rest. Rows were taken by chance. About 1.5% of those tested had a hit in this group.

SMILES	FXIIa inh mix	DUSP1 inh	Hsp90 block	AP ELISA ortho	Cdc25B block	FXIa mix inh	Abs 340nm	JNK3 blocker	MMP-13 inhibitor
CC(=O)c1ccc(N2CCN(S(=O)(=O)c3cccc(S(=O)(=O)N4CCOCC4)c3)CC2)cc1	7	21	2	11	4	4	1.1	·	2
O=C(Nc1ccccc1)NC1CCN(CCCN2C(=O)c3ccccc3C2=O)CC1	0	2	·	16	0	2	1.1	·	4
CC(C)C(NC(=O)c1ccc(S(=O)(=O)N2CCOCC2)cc1)c1nc2ccccc2[nH]1 (stereo not given)	-18	11	-1	6	-11	0	0.98	·	9
COC(=O)c1cn(C(=O)c2cccs2)c2ccccc12	-13	-8	0	4	-14	1	1	3	2
CNS(=O)(=O)c1ccc(NC(=O)C(CCSC)NC(N)=O)cc1 (stereo not given)	5	-1	0	18	-13	5	1	9	-7
COc1ccc(C2CC(c3ccc(OC)cc3)n3nc(N)nc3N2)cc1 (stereo not given)	0	-10	0	11	-7	1	1	-4	-4
CCC(C)C(NC(=O)c1ccc(Cl)cc1)C(=O)O (stereo not given)	-19	0	-3	7	-1	-1	1	-3	2
CCn1cc(C(=O)OC(C)C(=O)Nc2c(C)n(C)n(-c3ccccc3)c2=O)c(=O)c2ccc(C)nc21 (stereo not given)	3	13	1	17	-2	9	1.1	-4	4
O=C(NCc1ccc(F)cc1)C1CCC(=O)N1C1CCCCC1 (stereo not given)	1	-3	-1	-13	-14	2	1	-4	2
O=C1CC(c2ccccc2)CC(O)=C1C=NCCN1CCNCC1 (stereo not given)	4	8	-3	-11	-13	-3	1	1	3
CCCN1Cc2cccc(C(=O)NCc3ccc4c(c3)OCO4)c2C1=O	6	2	-3	1	-8	6	0.99	24*	5
CCOC(=O)c1ccc(Nc2nnc3nc(C)cc(C)n23)cc1	7	2	-2	12	-6	-24	1	-4	-1
CC(=O)Nc1ccccc1NC(=O)CC(C)(C)C	-2	10	-3	-4	-12	0	1.1	-6	5
CCN(CC)C(=O)c1ccc(NS(=O)(=O)c2ccccc2)cc1	1	-3	0	-20	-6	0	1	-4	3
COCCNC(=O)CN1CCOc2ccccc21	0	16	0	8	-6	1	1	3	-3
Cc1nc(NCCO)c(C#N)c2c1COC(C)(C)C2	·	-18	-3	·	-39	·	1.1	-1	-18
CCSC1=NCN(CCCC(=O)O)CN1	5	7	3	9	-9	17	0.97	8	-2
O=C(c1ccc(Cl)cc1)N(Cc1cccs1)C1CCS(=O)(=O)C1 (stereo not given)	11	-2	-3	-8	7	-10	0.99	2	4
Cc1ccc(C)c(S(=O)(=O)c2c(N)n(/N=C/c3ccco3)c3nc4ccccc4nc23)c1	0	22	-20	4	3	-9	1.1	10	-72[fluorescence artefact?]
CC(CCc1ccccc1)NC(=O)COC(=O)C1=COCCO1 (stereo not given)	8	3	-2	-6	3	9	1	-2	3
Cc1nn2c3c(cnc2c1-c1ccccc1)C(=O)CCC3	9	23	-1	29	4	10	1.1	2	0
O=C(Cn1nnc(-c2ccccc2)n1)OCc1csc(-c2ccccc2)n1	-19	0	-2	-7	5	5	1	1	0
O=C(CCCC1=NS(=O)(=O)c2ccccc2N1)N1CCN(c2ccccc2)CC1	-1	9	-3	6	-9	7	0.97	4	-2
CCCCN(CC)S(=O)(=O)c1ccc2c(c1)CCCN2C(C)=O	3	-8	0	11	-7	-1	0.97	-5	-3
O=C(Cn1cnc2ccccc2c1=O)NCC(=O)N1CCN(c2ccccn2)CC1	8	-2	-3	10	3	-1	1	3	-6
O=C(CN(C(=O)C1CSC(=O)C1)c1ccccc1F)NCc1ccc2c(c1)OCO2 (stereo not given)	12	0	-4	14	1	3	0.97	4	-2
Cc1cc2cc(CN(Cc3ccco3)C(=O)NCc3ccccc3)c(=O)[nH]c2cc1C	5	-9	-1	0	-1	-3	1.1	-6	-12
CCS(=O)(=O)NCCc1cc2cc(C)c(C)cc2[nH]c1=O	7	5	0	9	4	8	1.1	-9	-5
CC(=O)c1ccc(NC(=O)C2CCC(C)NC2=O)cc1 (stereo not given)	6	-23	-1	4	-13	4	0.96	5	-5
NC(=O)C1CCCN(Cc2ccc(Cl)cc2)C1 (stereo not given)	-4	-7	1	15	-3	1	1.1	-13	-13
CC(=O)C1=C(O)C(=O)N(c2ccc(C(=O)O)cc2)C1c1ccccc1 (stereo not given)	3	-14	-1	1	-20	7	1	-1	1
CCC(C)NC(=O)CCNS(=O)(=O)c1ccc(Br)cc1 (stereo not given)	11	-10	0	12	-6	21	0.98	·	0
C/C=C/c1ccccc1OCc1ccc(C(=O)O)o1	·	-28	-1	·	3	·	1	1	9
c1ccc(Cc2nnc3sc(Nc4ccccc4)nn23)cc1	-1	-10	-2	0	-11	5	1	8	-4
Cc1ccccc1-n1c(Cn2c(=O)sc3ccccc32)nnc1SCC(=O)N1CCOCC1	-20	12	-1	18	-6	8	1	-5	3
O=C1Nc2ccccc2C1=Nc1ccc(-c2nnc3n2CCCCC3)cc1	1	9	0	10	-4	-2	1	1	-2

One compound at a time (already shown). Screens in order: FXIIa inh mix	DUSP1 inh	Hsp90 block	AP ELISA ortho	Cdc25B block	FXIa mix inh	Abs 340nm	JNK3 blocker	MMP-13 inhibitor
Profile of O=C(CN(C(=O)C1CSC(=O)C1)c1ccccc1F)NCc1ccc2c(c1)OCO2 (stereo not given) = 12	0	-4	14	1	3	0.97	4	-2
Profile of Cc1ccccc1-n1c(Cn2c(=O)sc3ccccc32)nnc1SCC(=O)N1CCOCC1 = -20	12	-1	18	-6	8	1	-5	3
Profile of NC(=O)C1CCCN(Cc2ccc(Cl)cc2)C1 (stereo not given) = -4	-7	1	15	-3	1	1.1	-13	-13
Profile of Cc1cc2cc(CN(Cc3ccco3)C(=O)NCc3ccccc3)c(=O)[nH]c2cc1C = 5	-9	-1	0	-1	-3	1.1	-6	-12
Profile of c1ccc(Cc2nnc3sc(Nc4ccccc4)nn23)cc1 = -1	-10	-2	0	-11	5	1	8	-4

(next part)
SMILES	FXIIa inh mix	DUSP1 inh	Hsp90 block	AP ELISA ortho	Cdc25B block	FXIa mix inh	Abs 340nm	JNK3 blocker	MMP-13 inhibitor
Cc1ccc(-c2nnn(CC(=O)N(c3ccc(F)cc3)C(C(=O)NC3CCCC3)c3ccco3)n2)o1 (stereo not given)	0	23	-3	-9	5	4	1	1	0
CC(Oc1ccc(Cl)cc1Cl)C(=O)NCCCn1ccnc1 (stereo not given)	6	3	-1	-2	-10	1	1	0	4
CCOC(=O)c1c(C)oc2c1c1c(c3ccccc32)OCN(Cc2cccnc2)C1	24	14	1	1	9	-1	1	-3	2
O=C(COC(=O)c1ccccn1)Nc1ncc(C(F)(F)F)cc1Cl	-14	13	·	2	-6	-2	1.1	·	3
CCCCn1c(NCCN(C)C)nc2c1c(=O)[nH]c(=O)n2C	-14	-1	-1	5	1	4	1	-1	0
CC(C)OC(=O)C1C(=O)CC(C)(O)C(C(=O)OC(C)C)C1c1cccc(O)c1 (stereo not given)	1	9	1	11	17	5	1	-3	3
COc1cc(OC)c(N2CC34C=CC(O3)C(C(=O)O)C4C2=O)cc1Cl (stereo not given)	-13	-15	-3	7	7	3	1	-4	5
CC(C)Nc1c(N)c(=O)oc2ccccc12	-13	-12	3	-11	5	6	1.1	5	2
CS(=O)(=O)N1CCC(C(=O)NCc2ccncc2)CC1	3	-9	-3	19	-13	1	0.98	3	-2
CC1CCN(CCCNC(=O)C2CC(=O)N(C3CCCCCC3)C2)CC1 (stereo not given)	1	6	-2	2	2	0	0.98	-7	-4
C=CCOc1ccc(/C(O)=C2/C(=O)C(=O)N(CCCN3CCOCC3)C2c2ccc(OC)cc2)cc1 (stereo not given)	·	-12	-3	·	8	·	1	-8	-8
Fc1ccccc1CSc1nnc(-c2cccs2)o1	2	-10	-2	6	1	5	0.99	0	-4
Cc1ccc2c(CC(=O)NCc3ccc4c(c3)OCO4)coc2c1	9	2	-5	2	25	18	0.99	1	-2
COc1ccc(Cn2c(=O)[nH]c3cc(C(=O)N4CCN(Cc5ccccc5)CC4)ccc3c2=O)cc1	0	20	·	14	-19	2	0.97	·	4
CCOc1ccc(NC(=O)CSc2nnc(-c3ccccc3Cl)n2Cc2ccco2)cc1	7	4	8	-3	1	-1	0.99	7	-5
Cc1ccc(NS(=O)(=O)c2ccc(NC(=O)c3ccc(Br)o3)cc2)c(C)c1	6	0	-5	5	-17	-9	1.1	9	-2
O=C(CCS(=O)(=O)c1cccc2nonc12)N1CCOCC1	10	3	·	10	-14	7	1	·	6
O=C(O)CCC(=O)NC1CCCCC1NC(=O)CCC(=O)O (stereo not given)	1	0	-4	21	-15	5	1	-1	-11
COCCN1C(=O)C(=O)/C(=C(/O)c2cccc(OC)c2)C1c1ccncc1 (stereo not given)	1	8	-5	3	-5	12	1.1	·	3
CCOc1ccc(OCC)c(NC(=O)CCn2cccc2)c1	12	3	4	13	2	1	0.98	1	3
CCn1c(SCC(=O)Nc2cc(C)on2)nnc1-c1cccs1	1	5	1	-5	-6	-9	1	-3	-10
Cc1ccc(C(=O)NC2CCCc3ccccc32)o1 (stereo not given)	6	-12	-12	4	-11	6	1	-1	3
CSC1=NCCN1C(=O)c1cccs1	-1	-4	-2	24	-14	3	1	0	-2
Cc1ccc(Nc2nc(N3CCOCC3)c3ccccc3n2)cc1	7	4	-2	14	-17	4	1	-1	-14
CC(=O)C1=C(O)C(=O)N(Cc2cccnc2)C1c1ccc(Cl)cc1Cl (stereo not given)	1	0	-1	-14	3	3	1.1	2	3
CC(C)(C)c1ccc(S(=O)(=O)NCC(=O)N2CCN(C(=O)c3ccco3)CC2)cc1	1	-13	-3	-16	-12	2	1	8	3
O=C(CN1CCN(c2ccc(Cl)cc2)CC1)Nc1ccc(F)c(F)c1	17	2	-3	11	-7	6	0.99	0	4
CCOC(=O)c1[nH]c(C)c(C(=O)OCC(=O)NC(=O)NC(C)(C)C)c1C	0	16	-3	6	-8	5	1	4	3
OC(CN1C2=NCCCN2c2ccccc21)c1ccc2c(c1)OCO2 (stereo not given)	6	-2	1	-21	-11	0	0.98	2	0
O=C(COc1ccccc1)NCC(=O)NC1=NCCS1	-9	-4	1	16	-6	-2	1	-1	-5
COc1ccc(CCNC(=O)c2c(O)c3cccc4c3n(c2=O)CC4)cc1	5	35	0	17	-17	-2	1.1	9	0
COC(=O)C1=C(C)NC(=O)CC1c1cc(Br)ccc1F (stereo not given)	10	0	4	0	-5	3	1.1	-5	4
COc1ccc(S(=O)(=O)N(Cc2nc3ccccc3c(=O)[nH]2)C2CCCC2)cc1	4	31	-6	8	6	2	1	-9	5
Cc1cc(C)n(-c2nnc(C)n2/N=C/c2cc(Br)ccc2OCc2ccccc2)n1	1	10	-3	-3	-4	-2	1.1	5	4
O=C(CSc1nnc(CNc2ccccc2)o1)N1CCN(C(=O)c2ccco2)CC1	·	13	-10	·	0	·	1	-5	0
O=C(Nc1cnc2sc3c(n2c1=O)CCCC3)c1ccc(F)cc1	-1	5	-2	11	-6	-8	1.1	0	2
O=C(NCc1ccc2c(c1)OCO2)C1CCCN(S(=O)(=O)c2cccc3nonc23)C1 (stereo not given)	4	3	-21	13	-8	7	1	·	8
CCOC(=O)c1[nH]c2ccc(F)cc2c1N=C(C)N(CC)CC	·	-14	-8	·	-20	·	1.1	2	-1
CCOc1ccccc1N1CCN(CC(=O)Nc2nnc(CC)s2)CC1	4	7	-2	3	-3	-5	0.98	3	0

Screens: PubChem, several laboratories
